# A-T KAP1 phos: qHTS Assay for Identifying a Potential Treatment of Ataxia-Telangiectasia | […] A-T fibroblasts, KAP-1 phosphorylation AlphaLISA; neocarzinostatin DNA damage 30 min before lysis | Potency, µM (titrated, usually from 57.5 µM), for inactives: at the highest dose activation, hits mostly activators | 320,000 compounds, 0.19% hits | AID 485349, 2010; also: potency is read from the fitted curve at half-maximal effect; % of control where 0% means no effect; nearly all actives have a fitted effect of over 45% in size
#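 hTERT-immortalized A-T patient fibroblasts ([…]), 500 cells/well in OPTI-MEM, 1% FBS, got compounds for 60 min, then NCS for 30 min at 37C. Lysates were then assayed for phospho-KAP-1 by AlphaLISA (anti-pKAP1 donor, anti-KAP1 acceptor beads), 6 hr at 25C.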
# Menin MLL FP TR: qHTS Assay for Inhibitors Targeting the Menin-MLL Interaction in MLL Related Leukemias: Competition With Texas Red Labeled MLL-derived Mutant Peptide. O00255. Menin + Texas Red MLL mutant peptide, fluorescence polarization. Potency, µM (series often up to 61.6 µM), inactives show at the highest dose FP activity change, negative = inhibition, hits mostly inhibitors. 270,000 compounds, 0.23% hits; active = well fitted inhibition curve with a large enough effect in the polarisation, with a control signal flat, not every such curve was filed as active; inconclusive = small, poorly fitted or top-dose-only effect, or effect the other way, or a change in a side signal; inactive = no such curve, though single readings can be large or run the other way; the % refers to the polarisation; also: potency is read from the fitted curve at half-maximal effect; % of control where 0% means no effect; many of its hits are not listed in these tables
# PTAP TSG101 blk: qHTS Assay for Iinhibitors of HIV-1 Budding by Blocking the Interaction of PTAP/TSG101; Tumor susceptibility gene 101 protein (Homo sapiens), Q99816; Fluorescence polarization, FITC-PTAP peptide / Tsg101 binding; Potency, µM (titrated, usually from 115 µM), for the others: at the highest dose activity change, negative = inhibition, most hits filed as inhibitors; 340,000 tested, under 10 active; AID 493005, 2010; active = well fitted inhibition curve with a large enough effect in the main read-out, with a control signal flat, not every such curve was filed as active; inconclusive = small, poorly fitted or top-dose-only effect, or effect the other way, or a change in a side signal; inactive = no such curve, though single readings can be large or run the other way; also: potency is read from the fitted curve at half-maximal effect; % of control where 0% means no effect
# Target sequence (Q99816 whole entry, looked up): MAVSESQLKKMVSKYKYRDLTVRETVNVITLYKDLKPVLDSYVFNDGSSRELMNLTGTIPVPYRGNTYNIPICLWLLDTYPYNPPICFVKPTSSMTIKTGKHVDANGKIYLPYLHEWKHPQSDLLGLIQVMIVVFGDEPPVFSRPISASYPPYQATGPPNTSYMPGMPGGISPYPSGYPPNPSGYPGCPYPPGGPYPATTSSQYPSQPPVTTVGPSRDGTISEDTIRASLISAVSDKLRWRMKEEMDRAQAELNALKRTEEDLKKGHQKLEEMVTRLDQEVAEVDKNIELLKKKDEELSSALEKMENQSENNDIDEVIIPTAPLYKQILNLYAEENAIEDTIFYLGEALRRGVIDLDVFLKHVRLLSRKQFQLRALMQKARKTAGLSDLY
#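 Compounds were pin-transferred onto Tsg101 binding domain (10 uM final) in HEPES pH 7.5 buffer, then FITC-PTAP peptide was added at 50 nM final. After 20 min at RT, polarization reported peptide displacement across a qHTS concentration series.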
# MLL CXXC-DNA inh: qHTS Fluorescence Polarization Assay for Inhibitors of MLL CXXC domain - DNA interaction. Histone-lysine N-methyltransferase 2A (Homo sapiens), Q03164. MLL-CXXC / FITC-HOXA9 DNA fluorescence polarization. Potency, µM (highest dose often 115 µM), inactives show top-dose activity change, negative = inhibition, usual class: inhibitors. 290,000 compounds, 0.037% hits. AID 2662, 2010; active = well fitted inhibition curve with a large enough effect in the polarisation, with a control signal flat, not every such curve was filed as active; inconclusive = small, poorly fitted or top-dose-only effect, or effect the other way, or a change in a side signal; inactive = no such curve, though single readings can be large or run the other way; the % refers to the polarisation; also: potency is read from the fitted curve at half-maximal effect
#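 Fluorescence polarization: 7 uM MLL-CXXC (stock) preincubated 5 min with compounds, then 50 nM fluorescein-HOX-A9 DNA (stock) added; 30 min ambient. Buffer 50 mM Tris-HCl pH 7.5, 50 mM NaCl, 1 mM DTT, 0.05% BSA.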
# TSHR antagonist: Antagonists of the Thyroid Stimulating Hormone Receptor: HTS campaign | Thyrotropin receptor (Homo sapiens), P16473 | TSHR-expressing cells, TSH-stimulated cAMP HTRF, 2 h; stronger effect = lower value | activity change, negative = inhibition, % at 11.5 µM | 330,000 compounds, 0.2% hits | AID 504810, 2011;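 active = activity change below a set negative limit, meaning inhibition stronger than a set level, cut at about -70% in these data; inconclusive = activity change between two set negative limits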; also: % is scaled to controls: 0 for no effect and ±100 for the full control effect
#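 TSHR-expressing cells, 200/well, pre-treated with compound, then stimulated with EC80 TSH (4nM final) for 2 hours at 37 deg C. cAMP measured by competitive HTRF: anti-cAMP cryptate antibody in lysis buffer plus cAMP-d2, read after 30 minutes at room temperature.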
# MBNL1 CUG block: qHTS Assay for Inhibitors of MBNL1-poly(CUG) RNA binding | TR-FRET MBNL1-His/biotin-(CUG)12 binding, 665/545 ratio | Muscleblind-like protein 1 (Homo sapiens), Q9NR56 | Potency, µM (top dose mostly 57.5 µM), without a hit: at the highest dose activity change, negative = inhibition, hits mostly inhibitors | 280,000 compounds, 0.036% hits | AID 2675, 2010; active = well fitted inhibition curve with a large enough effect in the signal ratio, with a control signal flat, not every such curve was filed as active; inconclusive = small, poorly fitted or top-dose-only effect, or effect the other way, or a change in a side signal; inactive = no such curve, though single readings can be large or run the other way; the % refers to the signal ratio; also: potency is read from the fitted curve at half-maximal effect; % is scaled to controls: 0 for no effect and ±100 for the full control effect
#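 Compound titration spanned 92 nM–58 uM against the MBNL1-His/biotin-(CUG)12 complex. After 60 min at room temperature with 5 nM streptavidin-XL665 and 0.055 ng/ul terbium anti-His, ratiometric 665/545 nm emission (Ex 340 nm) normalized to controls.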
# S-ASM inh: Inhibitors of Secretory Acid Sphingomyelinase (S-ASM): qHTS; AID 504937, 2011; 340,000 compounds, 0.006% hits; Potency, µM (top dose mostly 57.5 µM), inactives show top-dose activity change, negative = inhibition, hits mostly inhibitors; Sphingomyelin phosphodiesterase (Homo sapiens), P17405; placental ASM, HMU-PC fluorogenic substrate, 60 min; also: potency is read from the fitted curve at half-maximal effect
# Target sequence (P17405 47-631 limits assumed): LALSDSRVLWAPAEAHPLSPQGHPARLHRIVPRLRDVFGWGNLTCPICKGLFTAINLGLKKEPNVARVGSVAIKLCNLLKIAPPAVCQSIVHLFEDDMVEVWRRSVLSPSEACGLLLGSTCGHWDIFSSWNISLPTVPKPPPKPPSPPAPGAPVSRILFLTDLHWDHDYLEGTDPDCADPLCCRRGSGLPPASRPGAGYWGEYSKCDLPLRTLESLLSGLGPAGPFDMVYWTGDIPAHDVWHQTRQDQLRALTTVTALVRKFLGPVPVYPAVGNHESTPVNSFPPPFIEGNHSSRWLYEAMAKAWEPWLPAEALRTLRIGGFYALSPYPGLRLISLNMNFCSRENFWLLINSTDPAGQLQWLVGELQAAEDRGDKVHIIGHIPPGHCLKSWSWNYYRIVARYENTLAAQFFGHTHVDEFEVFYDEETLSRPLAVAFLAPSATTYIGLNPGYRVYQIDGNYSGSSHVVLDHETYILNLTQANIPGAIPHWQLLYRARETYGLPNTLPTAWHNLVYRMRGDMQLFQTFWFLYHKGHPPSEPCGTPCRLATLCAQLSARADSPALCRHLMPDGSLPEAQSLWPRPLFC
#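 Steps: dispense placental human ASM, pin compound, wait 10 min at room temperature, add HMU-PC0 substrate at 9 uM final, incubate 60 min at 37 °C, add stop solution raising pH to 10, read fluorescence.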
# a7 integrin act: qHTS for Activators of Integrin-Mediated Alleviation for Muscular Dystrophy; 350,000 compounds, 0.064% hits; Potency, µM (titrated, usually from 38.3 µM), inactives show at the top dose activation, usual class: activators; AID 624291, 2012; alpha7betagal myoblasts, beta-gal FDG fluorescence, 48 h;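 also: potency is read from the fitted curve at half-maximal effect; 100% = response of the positive control SU9516; nearly all actives have a fitted effect of over 60% in size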
#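 alpha7betagal+/- myoblasts (passage 13, 250/well) treated 48 h at 37C with compounds at 1:260 dilution of DMSO stock. Lysed, then beta-galactosidase activity read as FDG fluorescence (ex 480/em 540) after 30 min, with pre-read for autofluorescence.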
# TCR activator: Activators of T cell receptors: qHTS campaign; primary human leukocytes, anti-CD3, IL-2 HTRF, 48 h; Potency, µM (titrated, usually from 9.22 µM), for inactives: at the top dose activation of IL-2 secretion, most hits filed as activators; 330,000 tested, under 10 active; also: % of control where 0% means no effect
#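 Human primary leukocytes + a-CD3 beads + cpd, 48 hr; IL-2 in supernatant by HTRF (ex 320nm / em 665nm). No co-stimulatory signal supplied.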
# Mito fusion yeast: qHTS Assay for Small Molecule Inhibitors of Mitochondrial Division or Activators of Mitochondrial Fusion; S. cerevisiae fusion-defective mutant growth rescue, CellTiterGlo 48 h; Potency, µM (top dose mostly 46.1 µM), without a hit: at the top dose growth rescue (activation), hits mostly activators; 320,000 compounds, 0.23% hits; AID 485298, 2010;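 also: potency is read from the fitted curve at half-maximal effect; % of control where 0% means no effect; nearly all actives have a fitted effect of over 45% in size; temperature-sensitive fusion mutants such as fzo1-1 at 37 °C on non-fermentable ethanol glycerol medium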
#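 Growth-rescue viability read-out: after 48 h at the non-permissive 37C in glycerol/ethanol YPEG, yeast mitochondrial fusion mutants are measured by CellTiterGlo luminescence; compounds (23 nl pinned per well) restoring growth score as division inhibitors or fusion activators.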
# * marks the source's active call; other numbers are inactive results; ? = inconclusive; · = no result given; [ ] = remark or other dose. Unless noted, calls follow the shape of the dose curve; as a rule, active = well fitted curve in the direction sought with a large enough effect; inconclusive = small, poorly fitted or top-dose-only effect, or another doubt; inactive = no such curve, though single readings can be large; an effect the other way counts as inactive or inconclusive. This is a subset; the hit share may differ from the screen's.
SMILES,A-T KAP1 phos,Menin MLL FP TR,PTAP TSG101 blk,MLL CXXC-DNA inh,TSHR antagonist,MBNL1 CUG block,S-ASM inh,a7 integrin act,TCR activator,Mito fusion yeast
Cc1ccc(NC(=S)NC(=O)/C=C/c2ccco2)c(O)c1,-8%,?,-6%,?,0,16%,0%,5%,5%,-1%
COC(=O)c1cc(S(=O)(=O)Nc2cccc(C)c2C)cn1C,10%,-6%,-7%,3%,1,-4%,5%,9%,-1%,-1%
CCN(C(=O)COC(=O)/C=C/c1ccc(O)c(OC)c1)C1CCS(=O)(=O)C1 (configuration not stated),-1%,7%,-2%,6%,13,·,14%,-7%,-1%[46.1 µM],2%
O=C(NCCCn1ccnc1)/C(=C/c1ccco1)NC(=O)c1cccs1,1%,-4%,-1%,-1%,9,7%,4%,-18%,-1%,10%
COc1ccc(NC(=O)Cc2nnc(SCC(=O)Nc3cc(C)ccc3OC)n2C)cc1,·,-18%,0%,-5%,·,-4%,-1%,-17%,-3%,3%
Cn1cccc1Cc1nnc(SCC(=O)Nc2ccc3c(c2)OCO3)n1-c1ccc(F)cc1,-2%,8%,0%,8%,-5,1%,-1%,-8%,3%[46.1 µM],0%
CC(=O)NC12CC3CC(C1)CC(C(=O)OCC(=O)c1cc(C)n(C)c1C)(C3)C2,-3%,·,-1%,·,-31,·,-1%,3%,10%,·
Cc1cc(C)nc(SCCS(=O)Cc2ccc(Cl)cc2)n1 (configuration not stated),-7%,7%,-2%,-2%,20,7%,4%,-1%,0%,2%
CCOC(=O)c1ccc(NC(=S)Nc2ccccn2)cc1,9%,-3%,-2%,-1%,-13,8%,-4%,2%,4%,2%
O=C(O)CCCC(=O)N(Cc1ccccc1)Cc1ccccc1,16%,-4%,-1%,-4%,3,-13%,3%,15%,3%,3%
COc1ccc(NC(=O)COC(=O)c2ccc(-n3nc(C)cc3C)cc2)cc1OC,-2%,·,-3%,·,-13,·,2%,-19%,-5%,2%
COc1ccc(/C=C(/NC(=O)c2ccc([N+](=O)[O-])cc2)C(=O)NC(C)(C)C)cc1,4%,1%,-1%,2%,-10,?,0%,-6%,-1%,-2%
CC(=O)c1ccc2oc3ccccc3c(=O)c2c1,-1%,-3%,-1%,9%,1,-5%,-1%,5%,-1%,0%
CCCC(C)C(=O)Nc1cc(S(=O)(=O)N2CCCCC2)ccc1N1CCOCC1 (configuration not stated),4%,·,-4%,·,-2,·,-2%,-28%,3%,2%
Cc1ccccc1NC(=O)NCCc1c[nH]c2ccccc12,-5%,-4%,-1%,5%,-8,-6%,-2%,15%,1%,-18%[9.22 µM]
COCCN(C(=O)C(C)C)c1nnc(-c2cccc(C)c2)s1,?,-9%,-4%,-2%,-2,-9%,-3%,5%,-3%,9%
CCCCN(C(=O)c1ccc(C#N)cc1)c1c(N)n(CCC)c(=O)[nH]c1=O,1%,-19%,-5%,5%,31,-5%,1%,24%,-13%,?
CC(C)[Si]1(C(C)C)OCC2OC(n3cnc4c(N)ncnc43)C(N)C2O[Si](C(C)C)(C(C)C)O1 (configuration not stated),·,·,-2%,·,·,·,?,17%,1%,·
CC(=O)c1c(C)[nH]c(C(=O)OCc2ccc([N+](=O)[O-])cc2)c1C,·,-10%,-2%,1%,13,0%,-3%,7%,6%,-3%
O=C(CSc1ccc2nnc(-c3ccccc3)n2n1)NCc1ccc2c(c1)OCO2,8%,-2%,-5%,-1%,-10,3%,5%,18%,7%,-8%
CCOCCCNC(=O)c1ccc(NC(=O)C2=CSCCO2)cc1,-8%,·,-3%,19%,-9,1%,3%,-12%,1%,3%
CCOC(=O)C1CCCN(C(=O)COC(=O)c2cc(=O)c3ccccc3o2)C1 (configuration not stated),1%,1%,0%,1%,-2,?,3%,-19%,1%,1%
O=C(NNC(=O)c1cc2c(s1)CCCC2)c1ccccc1,5%,3%,-8%,10%,-5,7%,6%,0%,-3%[46.1 µM],-1%
O=C(NCc1n[nH]c(=S)n1-c1ccc(Cl)c(Cl)c1)c1ccc(S(=O)(=O)N2CCOCC2)cc1,1%,17%,-3%,-6%,1,-3%,1%,-33%,7%,-6%
Cc1[nH]c2ccc(F)cc2c(=O)c1SC(F)(F)C(F)F,4%,26%,-4%,0%,-2,8%,-1%,18%,-2%,7%
# The list goes on.
SMILES,A-T KAP1 phos,Menin MLL FP TR,PTAP TSG101 blk,MLL CXXC-DNA inh,TSHR antagonist,MBNL1 CUG block,S-ASM inh,a7 integrin act,TCR activator,Mito fusion yeast
Cn1c(SCc2cccc(Br)c2)nnc1-c1ccncc1,14%,-15%,-3%,-1%,2,-4%,-3%,-3%,-2%,2%
COc1ccc(NC(=O)c2cccnc2)cc1,1%,15%,-10%,-4%,-1,1%,0%,12%,0%,0%
CCC(CC)c1nnc(NC(=O)CCc2ccccc2OC)s1,4%,-22%,-3%,-4%,-16,1%,3%,-4%,-2%,12%
CC1CN(C(=O)c2cc(S(=O)(=O)N3CCCC3)c(Cl)cc2Cl)CC(C)O1 (configuration not stated),-4%,-16%,-4%,4%,0,2%,-1%,4%,-3%,-1%
CN(Cc1cn(C)nc1-c1cccc(Cl)c1)CC1CCCCO1 (configuration not stated),3%,-14%,2%,-2%,9,-7%,-1%,19%,·,2%
O=C(Nc1ccc(Br)cc1)/C(=C/c1cccc([N+](=O)[O-])c1)NC(=O)C1CCCCC1,-4%,-1%,-6%,-13%,-22,-5%,0%,-13%,1%,5%
O=C(c1cc(S(=O)(=O)N2CCOCC2)ccc1F)N(CCc1ccccc1)Cc1ccccc1,1%,·,-2%,·,-4,·,2%,-37%,8%,28%
O=C(c1cc2ccccc2cc1OCC(O)CN1CCCCC1)N1CCCCC1 (configuration not stated),-27%,3%[11.7 µM],-6%,11%,14,-2%,12%,-46%[inhibitor],-2%,-4%
O=S(=O)(c1ccc(Nc2ccc3c(c2)OCO3)nc1)N1CCOCC1,-11%,3%,-3%,4%,-4,6%,4%,20%,-5%,-5%
C#CCN1CC(C)/C(=N/O)CC1C (configuration not stated),3%,-2%,-3%,5%,2,-6%,9%,22%,2%,-5%
COc1ccc(S(=O)(=O)N(CCc2ccccc2)CC(=O)O)cc1OC,11%,4%,-4%,-7%,15,16%,3%,0%,2%,1%
COCCNC(=O)c1cccc(Nc2nc(-c3ccccc3)c3cc(Cl)ccc3n2)c1,3%,21%,-11%,3%,-9,9%,-23%,-19%,-1%[46.1 µM],?
CC1CCc2c(sc3ncnc(NCc4cccnc4)c23)C1 (configuration not stated),13%,-21%,-6%,-3%,-7,2%,0%,?,1%,-2%
O=S(=O)(NCCc1ccccn1)c1cc(Cl)cc(Cl)c1O,3%,·,-10%,·,-4,·,2%,2%,3%,5%
CCC(=O)Nc1ccc(NC(=O)CCc2ccccc2)cn1,-2%,2%,0%,3%,-4,2%,0%,4%,4%,6%
O=C(COC(=O)c1cc([N+](=O)[O-])ccc1NCCO)Nc1cccc(S(=O)(=O)N2CCCC2)c1,-10%,·,-5%,·,-13,·,-13%,-31%,8%,-1%
COCCCN1C(=O)N(c2ccc(F)cc2)C(=O)C1CC(=O)Nc1ccc(OC)cc1 (configuration not stated),7%,11%,-2%,-9%,-1,-9%,2%,-19%,1%,-2%
O=C(CN1C(=O)NC2(CCCC2)C1=O)Nc1cc(S(=O)(=O)N2CCOCC2)ccc1OCC(F)(F)F,-14%,-6%,-3%,?,-10,-9%,3%,15%,-3%,0%
CC(=O)Nc1ccc(S(=O)(=O)N(C)CC(=O)OCC(=O)N(C)C2CCS(=O)(=O)C2)cc1 (configuration not stated),-1%,·,0%,·,12,·,12%,29%,0%,2%
O=C(N1CCCCC1)N1CCC(c2nc3ccccc3[nH]2)CC1,6%,·,-2%,-4%,19,-18%,1%,8%,7%,1%
